LDHA inh = LDHA (human) enzyme inhibition | activity change, % (values are at about 110 or 230 µM) | P00338 | 480,000 compounds, 0.15% hits | AID 1347041 | purified LDHA, NADH/diaphorase-resazurin fluorescence; active compounds read low; in the data active = activity change below about -30%; inconclusive = mostly about -25% to -30%;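 also: plate controls were DMSO wells for no effect and wells without enzyme for full effect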
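Human LDH5 (2 nM) was incubated with 0.06 mM NADH and 0.2 mM pyruvate for 5 min at room temperature in Tris pH 7.4. Remaining NADH was coupled through diaphorase/resazurin, and resorufin fluorescence was read at 0 and 20 min.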
12-LOX inh = blocks human arachidonate 12S-lipoxygenase. AID 1671190. Potency, µM (highest dose often 108 µM), without a hit: at the top dose activity change, negative = inhibition, hits mostly inhibitors. 580,000 compounds, 1.1% hits. purified 12hLO, xylenol orange hydroperoxide absorbance; also: potency is read from the fitted curve at half-maximal effect; % is scaled to controls: 0 for no effect and ±100 for the full control effect
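Purified human 12hLO at 150 nM in 25 mM Hepes, 0.01% Triton X-100, pH 7.0, preincubated 15 min at room temperature with compound. Reaction started with 40 uM arachidonic acid, 30 min at room temperature. Hydroperoxide measured by Fe-xylenol orange, 573/405 nm absorbance ratio.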
Pol eta inh = inhibitors of human DNA polymerase eta | 390,000 compounds, 1.2% hits | Potency, µM (top dose mostly 114 µM), for the others: at the top dose activity change, negative = inhibition, usual class: inhibitors | Q9Y253 | recombinant Pol eta, fluorescent DNA replication assay; also: potency is read from the fitted curve at half-maximal effect; % is scaled to controls: 0 for no effect and ±100 for the full control effect
Target sequence (Q9Y253 whole entry, looked up): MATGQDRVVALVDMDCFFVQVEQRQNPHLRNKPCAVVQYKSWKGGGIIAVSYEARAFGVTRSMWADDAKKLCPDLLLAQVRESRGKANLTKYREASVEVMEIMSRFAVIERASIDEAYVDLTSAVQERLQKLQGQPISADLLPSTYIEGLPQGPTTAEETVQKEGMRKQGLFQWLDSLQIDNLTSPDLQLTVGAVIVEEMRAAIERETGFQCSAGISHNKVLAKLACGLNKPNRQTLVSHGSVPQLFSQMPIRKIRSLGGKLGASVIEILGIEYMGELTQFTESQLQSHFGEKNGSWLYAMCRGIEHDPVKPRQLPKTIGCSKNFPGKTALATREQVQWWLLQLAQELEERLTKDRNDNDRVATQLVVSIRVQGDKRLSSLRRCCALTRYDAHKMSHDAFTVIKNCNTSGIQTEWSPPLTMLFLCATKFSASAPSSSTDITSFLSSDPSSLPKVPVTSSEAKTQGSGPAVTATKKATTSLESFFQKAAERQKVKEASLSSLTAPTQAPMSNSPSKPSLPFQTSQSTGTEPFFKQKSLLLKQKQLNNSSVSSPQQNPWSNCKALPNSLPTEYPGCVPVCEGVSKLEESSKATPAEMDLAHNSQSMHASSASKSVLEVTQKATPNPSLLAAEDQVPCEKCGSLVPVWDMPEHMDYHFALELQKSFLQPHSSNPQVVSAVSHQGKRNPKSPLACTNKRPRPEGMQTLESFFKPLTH
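Pol eta at 10 nM preincubated with compounds 15 min at room temperature; reaction started with fluorescent substrate (50 nM final) and read kinetically at 0 and 10 min.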
ERG Ets-DNA blk = inhibitors of human ERG Ets domain-DNA interaction | fluorescence polarization, His-ERG Ets domain / labelled DNA | Potency, µM (series often up to 76.9 µM), without a hit: at the top dose FP activity, negative = inhibition, actives largely listed as inhibitors | 370,000 compounds, 0.028% hits | AID 624246; active = well fitted inhibition curve with a large enough effect in the polarisation, with a control signal flat; inconclusive = small, poorly fitted or top-dose-only effect, or effect the other way, or a change in a side signal; inactive = no such curve, though single readings can be large or run the other way; the % refers to the polarisation;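 also: polarization taken with two DNA probes labelled with fluorescein and Texas red; potency is read from the fitted curve at half-maximal effect; % of control where 0% means no effect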
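His-tagged ERG Ets domain (1 uM in the protein solution; 300mM KCl, 50mM Tris-HCl, 1mM EDTA, 1mM DTT, pH 7.5) received compound, then a probe mix of 5 nM fluorescein-DNA and 100nM Texas-615-DNA. Fluorescence polarization was read for both dyes.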
Apoferritin bind = candidate novel general anesthetic via apoferritin binding; P02791; apoferritin/1-aminoanthracene competitive binding, fluorescence; Potency, µM (highest dose often 77.5 µM), for the others: top-dose activity change, negative = displacement, usual class: inhibitors; 350,000 compounds, 0.074% hits; also: potency is read from the fitted curve at half-maximal effect; % is scaled to controls: 0 for no effect and ±100 for the full control effect; nearly all actives have a fitted effect of over 20% in size
Target sequence (P02791 2-175 limits assumed): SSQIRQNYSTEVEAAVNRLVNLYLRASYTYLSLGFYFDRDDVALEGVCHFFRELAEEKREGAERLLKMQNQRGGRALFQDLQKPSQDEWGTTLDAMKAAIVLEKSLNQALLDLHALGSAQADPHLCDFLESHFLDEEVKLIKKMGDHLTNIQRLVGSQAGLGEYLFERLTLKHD
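Probe: 1-aminoanthracene (50% saturated, PBS). Protein: horse-spleen apoferritin, 10 uM. Incubation: 10 min, room temperature. Detection: 380 nm excitation, 535 nm emission. Analysis: normalized response, four-parameter Hill.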
RGS4 inhibitor = blocks human RGS4-accelerated GTP hydrolysis | 390,000 compounds, 0.039% hits | Transcreener GDP fluorescence polarization, RGS4-accelerated GTP hydrolysis | Potency, µM (highest dose often 114 µM), without a hit: at the highest dose activity change, negative = inhibition, hits mostly inhibitors | AID 504845; also: potency is read from the fitted curve at half-maximal effect; % is scaled to controls: 0 for no effect and ±100 for the full control effect; nearly all actives have a fitted effect of over 75% in size; some results filed as inactive show a strong effect at the top dose
Target sequence (P49798 whole entry, looked up): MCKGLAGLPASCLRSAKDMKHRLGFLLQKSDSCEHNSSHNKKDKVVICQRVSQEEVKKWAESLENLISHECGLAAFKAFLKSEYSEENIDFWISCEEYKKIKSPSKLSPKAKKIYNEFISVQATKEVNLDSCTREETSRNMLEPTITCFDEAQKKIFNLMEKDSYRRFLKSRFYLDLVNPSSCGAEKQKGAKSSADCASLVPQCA
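MLSMR compounds (23 nl, pin-transferred) preincubated 10 min at room temperature with a 500nM (2x) first reagent, then RGS4 at 900nM (2x) plus Transcreener GDP mix added; fluorescence polarization (620/688 nm) read before and after 90 min at 30 °C.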
Pol beta inh = blocks human DNA polymerase beta activity; AID 485314; Potency, µM (highest dose often 114 µM), for inactives: at the highest dose activity change, negative = inhibition, actives largely listed as inhibitors; Pol beta primer extension/strand displacement, fluorescence kinetic; P06746; 340,000 compounds, 1.3% hits; also: potency is read from the fitted curve at half-maximal effect; % is scaled to controls: 0 for no effect and ±100 for the full control effect
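Preincubation: enzyme (10 nM) with compound, 15 min, RT. Reaction: substrate added to 50 nM final. Reads: 0 and 10 min. Analysis: normalized, Hill fit.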
POLK inh = inhibitors of human DNA polymerase kappa | purified Pol kappa, fluorescent DNA synthesis assay, 10 min | Potency, µM (series often up to 107 µM), for the others: top-dose activity, negative = inhibition, most hits filed as inhibitors | 400,000 compounds, 0.53% hits; also: potency is read from the fitted curve at half-maximal effect; % is scaled to controls: 0 for no effect and ±100 for the full control effect
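Readout: fluorescence, taken kinetically at 0 and 10 min. Conditions: 10 nM Pol kappa, 15 min RT compound preincubation, 50 nM substrate final. Controls: enzyme-free buffer wells.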
APE1 inh = blocks human APE1 abasic DNA cleavage; recombinant APE1, TAMRA/BHQ-2 abasic DNA cleavage fluorescence; Potency, µM (doses to about 65.8 µM), without a hit: at the highest dose activity change, negative = inhibition, actives largely listed as inhibitors; 350,000 compounds, 0.35% hits; AID 2517; P27695;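 also: potency is read from the fitted curve at half-maximal effect; plate controls were vehicle for no effect and reference inhibitor for full effect; nearly all actives have a fitted effect of over 55% in size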
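Measures dequenching upon AP-site incision of a 5'-TAMRA/3'-BHQ-2 THF-containing duplex, 50 nM; human APE1 0.75 nM after 15 min room-temperature exposure to compound; kinetic three-point read at one-minute spacing.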
* = called active by the depositor; i = inactive; ? = inconclusive; / = no result given; & = joins results of further samples; [ ] = another dose, or the depositor's remark. Unless noted, calls follow the shape of the dose curve; as a rule, active = well fitted curve in the direction sought with a large enough effect; inconclusive = small, poorly fitted or top-dose-only effect, or another doubt; inactive = no such curve, though single readings can be large; an effect the other way counts as inactive or inconclusive. Some of the compounds tested; count on the stated rates, not on these rows.

Screens in order: RGS4 inhibitor	12-LOX inh	ERG Ets-DNA blk	Pol eta inh	Apoferritin bind	POLK inh	APE1 inh	LDHA inh	Pol beta inh
#1 CCC(CC)c1nnc(NC(=O)c2cc([N+](=O)[O-])ccc2N2CCCCC2)s1
→ 7%	0%	-3%	-13%	0%	0%	-2%	-8	-3%
#2 CCCCOc1ccc(C(=O)Nc2ccc(N3CCN(C(C)=O)CC3)cc2)cc1
→ 5%	?	1%	-2%	-8%	3%	-1%	1	0%
#3 CCOc1ccc(NC(=S)N(CCOC)C(C)c2ccco2)cc1 (centres undefined)
→ -11%	11%	-4%	-10%	-5%	13%	4%	-2	-1%
#4 Cc1ccc(-c2cc3c(n2-c2ccc(C)cc2)CC(C)(C)CC3=O)cc1
→ 23%	-12%	-13%	-4%	-8%	-10%	/	-10	16%
#5 COc1ccc(Br)cc1CN(C)CC(=O)Nc1cc(Cl)cc(Cl)c1
→ 3%	-5%	2%	-28%	12%	-18%	9%	-2	1%
#6 N#Cc1ccc(-c2ccccc2)nc1SCC(=O)c1cc2ccccc2oc1=O
→ -54%	0%	-6%	?	-14%	-3%	9%	-2	4%
#7 O=c1[nH]c2cc3c(cc2cc1CN(Cc1ccco1)C(=S)NCCCN1CCOCC1)OCCO3
→ -12%	-5%	-8%	-18%	1%	-2%	-3%	3	0%
#8 Cc1cc(C)cc(OCC(=O)NNC(=O)C2CCCO2)c1 (centres undefined)
→ 0%	-11%	6%	-25%	-5%	1%	2%	-6	31%[activator]
#9 NC(=O)C1CCN(C(=O)COc2ccc3c(c2)oc(=O)c2ccccc23)CC1
→ -18%	0%	-13%	-6%	-6%	-16%	4%	-8	2%
#10 CN(C)c1ccc(NC(=O)c2ccc3nc[nH]c3c2)cc1
→ -37%	?	14%	?	2%	1%	40%	2&16	1%
#11 CCN(CC)c1ccc(Nc2nc(N3CCOCC3)c3ccccc3n2)cc1
→ -35%	?	7%	-2%	?	-2%	1%	13&10	2%
#12 O=C(O)CN1C(=O)C2(OCCO2)c2cc(Br)ccc21
→ -35%	?	50%[activator]	-6%	/	-7%	/	-2	/
#13 CCCS(=O)(=O)N1CCn2c(nc3ccccc32)C1
→ -3%	4%[57.4 µM]	-11%	-9%	-3%	-11%	3%	-5	10%
#14 CN(c1ccccc1C(=O)N1CCN(c2ccccc2)CC1)S(C)(=O)=O
→ 3%	19%	2%	-12%	10%	-22%	17%	-4	-25%
#15 O=C(N/N=C/C=C\c1ccco1)c1cccs1
→ ?	?	18%	?	-14%	?	9%	9	22µM*
#16 O=C(NCc1n[nH]c(=S)n1-c1cccc(C(F)(F)F)c1)c1ccco1
→ -10%	-7%	3%	3%	-2%	-18%	66%[activator]	1	2%
#17 O=C(OCc1ccccc1F)c1cc2ccccc2cc1O
→ 0%	15%	5%	-13%	-17%	-2%	7%	-3	17%
#18 C#CCOCCOCCOCCNc1nc(N2CCN(C(=O)[C@H](CCCCN)n3cc([C@@H](N)[C@H](C)CC)nn3)CC2)nc(N2CCN(C(=O)[C@H](CCC(=O)O)n3cc([C@@H](N)CCSC)nn3)CC2)n1
→ -24%	?	5%	-11%	/	-5%	-2%	-13	/
#19 Cc1ccc(S(=O)(=O)N2CCOCC2)c(C)c1NS(C)(=O)=O
→ -12%	-9%	15%	-13%	-8%	-2%	6%	-2	24%
#20 CCOC(=O)CSc1nc2sc3c(c2c(=O)[nH]1)CC(C)(C)OC3
→ 16%	?	-23%	2%	-10%	-3%	2%	-5	33%

Ordered by the number under ERG Ets-DNA blk (falling): some entries from above
entry	structure	ERG Ets-DNA blk
10	CN(C)c1ccc(NC(=O)c2ccc3nc[nH]c3c2)cc1	14%
17	O=C(OCc1ccccc1F)c1cc2ccccc2cc1O	5%
16	O=C(NCc1n[nH]c(=S)n1-c1cccc(C(F)(F)F)c1)c1ccco1	3%
1	CCC(CC)c1nnc(NC(=O)c2cc([N+](=O)[O-])ccc2N2CCCCC2)s1	-3%

More compounds:
Screens in order: RGS4 inhibitor	12-LOX inh	ERG Ets-DNA blk	Pol eta inh	Apoferritin bind	POLK inh	APE1 inh	LDHA inh	Pol beta inh
#21 COc1ccc(Cl)cc1NC(=O)c1noc2c1CCc1ccccc1-2
→ -5%	-2%	-4%	9%	4%	9%	/	1	2%
#22 COc1ccc(C(=O)N(c2ccccn2)C2CCCCC2)c(OC)c1
→ -32%	6%	8%	-8%	0%	-13%	4%	-5	12%
#23 CCCCC(=O)Nc1ccccc1C#N
→ 5%	13%	-2%	-13%	-7%	4%	13%	-2	28%
#24 COc1ccccc1N1CCN(C(=O)c2cc(C)on2)CC1
→ -12%	?	13%	-7%	-2%	-12%	37%	1&3	3%
#25 Cc1cc(C)c(S(=O)(=O)NCCCn2ccnc2)c(C)c1
→ -21%	-8%	-3%	-7%	-2%	-2%	-2%	-5	-9%
#26 CN(CC(=O)N1CCN(c2ccccn2)CC1)S(=O)(=O)c1cccc2nsnc12
→ -9%	-10%	-4%	0%	-8%	-1%	-6%	-8	-14%
#27 Cc1ccc(N(CC(=O)NCC2CCCO2)C(=O)CCC(=O)Nc2ccccn2)cc1 (centres undefined)
→ -26%	0%	-7%	-20%	-3%	-1%	-4%	-5	2%
#28 CC(C)N(C(=O)CSc1nnc(Cn2nnc3ccccc32)n1C)C(C)C
→ 2%	-10%	-6%	-14%	-7%	4%	5%	-2	2%
#29 Cc1ccc(S(=O)(=O)NCC2CCC(C(=O)N3CCOCC3)CC2)cc1 (centres undefined)
→ -15%	61%[activator]	11%	-18%	-2%	4%	61%	-3	9%
#30 Cc1cc([N+](=O)[O-])ccc1NC(=O)CSc1nnc(C)n1C
→ 36%	-20%	-6%	-3%	-1%	-24%	-7%	-2	?
#31 COC(CNC(=O)C(=O)NCC1OCCN1S(=O)(=O)c1ccccc1)OC (centres undefined)
→ -14%	i	7%	-15%	/	2%	/	-1	/
#32 COc1cc(/C=N/NC(=O)c2cc(-c3ccccc3)nc3ccccc23)cc(OC)c1O
→ -8%	-11%	-7%	-11%	?	4%	23%	2	-27%
#33 c1ccc(COc2ccc(OCCN3CCCC3)cc2)cc1
→ 23%	-4%	-9%	0%	-23%	-15%	6%	-3	16%
#34 CC(C)NC(=O)NC(=O)COC(=O)/C=C/c1ccc2c(c1)OCO2
→ 13%	-13%	-4%	-17%	-13%	0%	0%	-7	1%
#35 Cc1ccc2occ(CC(=O)Nc3ccc(Cl)c(C(F)(F)F)c3)c2c1
→ -20%	-19%	-2%	-28%	?	8%	/	-8	-14%
#36 CCOC(=O)Cn1c(=O)oc2cc(S(=O)(=O)N(CCN(C)C)Cc3ccccc3)ccc21
→ -5%	-10%	2%	-1%	-12%	-7%	-5%	0	25%
#37 Fc1ccc(-c2csc(NC(=S)Nc3ccccc3)n2)cc1
→ -15%	?	23%	5%	-6%	-6%[60.1 µM]	19%	-5	14%
#38 O=C(C[C@H]1C/C=C\C[C@H](NC(=O)OCC2c3ccccc3-c3ccccc32)C(=O)OC[C@@H]2CCCN2C1=O)NCCO
→ -20%	-27%	12%	-5%	/	21%	-38%	1	/
#39 Cc1cc(=O)n2[nH]c(=O)c(N=Nc3ccccc3)c2[nH]1
→ -26%	?	-7%	?	-18%	-6%	16%	0	-11%
#40 O=C(O)CC1(CC(=O)O)Nc2ccccc2SC1=O
→ -18%	-2%	2%	-15%	/	2%	/	-8	/
#41 O=C1/C(=C/c2ccccn2)SC(=S)N1N1CCOCC1
→ -20%	-27%	5%	-18%	3%	1%	6%	2	-6%
#42 COc1cccc(C(=O)Nc2nnc(-c3ccc(Cl)cc3)o2)c1
→ -33%	-20%	-6%	-22%	2%	-11%	-2%	1	-21%
#43 CCCNC(=O)Nc1cc(OC)c(OC)cc1Cc1nccc2cc(OC)c(OC)cc12
→ 48%	2%	-13%	2%	4%	-15%[60.1 µM]	5%	4	36%
#44 S=C(Nc1cc(Cl)ccc1Oc1ccccc1)N1CCN(c2ccccn2)CC1
→ -14%	0%	-5%	2%	61%[activator]	2%	24%	-7	-23%
#45 COC(=O)CCc1c[nH]c2ccc([N+](=O)[O-])cc12
→ 13%	-5%	-5%	-8%	/	-7%	/	-11	/
#46 CCOCCCNC(=S)N(CCO)Cc1cc2cc3c(cc2[nH]c1=O)OCCO3
→ -45%	0%	7%	-12%	32%[activator]	-5%	31%	-2	5%
#47 Cc1c(Cl)cccc1NC(=O)CN1C(=O)CSc2ccc(S(=O)(=O)N3CCCC3)cc21
→ 35%	-3%	1%	-15%	87%[activator]	-12%	/	-13	-2%

Fetched one by one from above:
Screens in order: RGS4 inhibitor	12-LOX inh	ERG Ets-DNA blk	Pol eta inh	Apoferritin bind	POLK inh	APE1 inh	LDHA inh	Pol beta inh
#47 Cc1c(Cl)cccc1NC(=O)CN1C(=O)CSc2ccc(S(=O)(=O)N3CCCC3)cc21
→ 35%	-3%	1%	-15%	87%[activator]	-12%	/	-13	-2%
#41 O=C1/C(=C/c2ccccn2)SC(=S)N1N1CCOCC1
→ -20%	-27%	5%	-18%	3%	1%	6%	2	-6%
#43 CCCNC(=O)Nc1cc(OC)c(OC)cc1Cc1nccc2cc(OC)c(OC)cc12
→ 48%	2%	-13%	2%	4%	-15%[60.1 µM]	5%	4	36%
